Screens from PubChem BioAssay.
RECQ1 inh: inhibitors of human RECQ1 DNA helicase; hit rate 0.54% among 240,000; Potency, µM (top dose mostly 57.3 µM), for inactives: top-dose activity, negative = inhibition, actives largely listed as inhibitors; RECQ1 DNA unwinding, red fluorescence kinetic read; P46063; AID 2549;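 note: plate controls were vehicle for no effect and no enzyme for full effect; nearly all actives have a fitted effect of over 30% in size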
Target sequence (P46063 whole entry, looked up): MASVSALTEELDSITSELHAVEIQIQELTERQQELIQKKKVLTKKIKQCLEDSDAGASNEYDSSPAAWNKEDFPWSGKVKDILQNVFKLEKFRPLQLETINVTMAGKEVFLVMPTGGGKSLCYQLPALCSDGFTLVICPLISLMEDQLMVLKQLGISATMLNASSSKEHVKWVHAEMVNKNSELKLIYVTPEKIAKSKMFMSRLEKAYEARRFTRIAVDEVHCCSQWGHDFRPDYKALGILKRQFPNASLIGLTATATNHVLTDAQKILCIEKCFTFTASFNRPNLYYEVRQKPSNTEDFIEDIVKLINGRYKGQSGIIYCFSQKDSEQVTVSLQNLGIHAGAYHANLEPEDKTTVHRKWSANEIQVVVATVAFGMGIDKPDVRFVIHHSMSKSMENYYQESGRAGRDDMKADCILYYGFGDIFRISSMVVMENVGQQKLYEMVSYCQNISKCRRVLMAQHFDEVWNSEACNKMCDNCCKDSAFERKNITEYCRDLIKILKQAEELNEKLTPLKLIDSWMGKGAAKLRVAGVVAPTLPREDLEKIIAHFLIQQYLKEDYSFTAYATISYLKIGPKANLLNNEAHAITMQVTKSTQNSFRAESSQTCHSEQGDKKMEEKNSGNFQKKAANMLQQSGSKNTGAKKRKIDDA
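50 nM RECQ1T1 preincubated 15 min with compound in Tris pH 8.0 buffer with MgCl2, DTT, Tween-20 and 2.5 ug/ml poly(dI-dC); started with 200 nM TAMRA/BHQ-2 forked duplex and 2 mM ATP. Unwinding read as fluorescence (525/598 nm), two reads 2 h apart.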
Luc counter: blocks Kinase-Glo luciferase, a counter-screen artifact. Q27757. hit rate 0.28% among 200,000. Kinase-Glo luciferase, ATP luminescence, 8 min. Potency, µM (top dose mostly 38.3 µM), for inactives: at the top dose activity change, negative = inhibition, hits mostly inhibitors; note: % is set by controls: 0 for no effect and ±100 for the full control effect; nearly all actives have a fitted effect of over 60% in size
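Compounds were added to a substrate mix at pH 7.2 (50 mM imidazole, 10 uM ATP, within the enzyme's linear range), followed by Kinase-Glo detection reagent; luminescence was measured after 8 minutes at ambient temperature.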
Tau fibril ThT: blocks human tau fibril formation measured by thioflavin T; P10636; recombinant tau K18 P301L (four-repeat tau fragment), heparin-induced fibrillization, ThT fluorescence; Potency, µM (top dose mostly 57.4 µM), inactives show at the top dose activity, negative = inhibition, hits mostly inhibitors; hit rate 2.1% among 270,000; AID 1460; note: % is set by controls: 0 for no effect and ±100 for the full control effect; nearly all actives have a fitted effect of over 55% in size
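Recombinant human tau K18 fragment […] carrying P301L, 15 uM unlabeled plus 0.24 uM Alexa 594-labeled, was fibrillized with 20 uM heparin in 100 mM sodium acetate pH 7 for 6 hr at 37 C; 30 uM ThT fluorescence read after 1 hr.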
LMNA splice mod: modulators of lamin A splicing. hit rate 0.01% among 200,000. HeLa LMNA splicing GFP/RFP minigene ratio, 48 h. Potency, µM (highest dose often 46.1 µM), for inactives: top-dose ratio change, negative = inhibition, most hits filed as inhibitors; active = well fitted inhibition curve with a large enough effect in the signal ratio, with a control signal flat, not every such curve was filed as active; inconclusive = small, poorly fitted or top-dose-only effect, or effect the other way, or a change in a side signal; the % refers to the signal ratio; note: % is set by controls: 0 for no effect and ±100 for the full control effect
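S3 HeLa stable clones carrying a lamin A-EGFP splicing minigene plus DsRed2 were seeded at 600 cells/well in Opti-MEM with 2% FBS, pin-dosed and incubated 48 h at 37°C. Acumen cytometry (488 nm) gave the GFP/RFP total-intensity ratio.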
L3MBTL1 inh: inhibitors of human L3MBTL1; Potency, µM (top dose mostly 57.1 µM), for the others: at the top dose activity, negative = inhibition, usual class: inhibitors; hit rate 0.66% among 230,000; AID 485360; AlphaScreen L3MBTL1–H3K9me1 peptide binding; Q9Y468; note: % is set by controls: 0 for no effect and ±100 for the full control effect; nearly all actives have a fitted effect of over 60% in size
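First, the protein-peptide complex forms for 30 min at room temperature (L3MBTL1 50 nM, biotinylated H3K9me1 peptide 75 nM). Next, compounds are pin-transferred and incubated 30 min. Finally, AlphaScreen beads are added and read after 30 min.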
SMN2 splice enh: increases expression of the SMN2 splice variant; HEK293 SMN2-luciferase splicing reporter, luminescence, 30-36 h; AID 1458; hit rate 2.8% among 210,000; Potency, µM (series often up to 46.1 µM), inactives show at the top dose activity change, positive = activation, actives largely listed as activators; note: % of control where 0% means no effect; nearly all actives have a fitted effect of over 55% in size
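qHTS luciferase splicing reporter: luminescence rises when SMN2 exon 7 is included in transfected HEK293 cells. Compound exposure lasted 30-36 h at 37C, with 4.5 mM final sodium butyrate as control, followed by a ONE-Glo read.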
KDM4E inh: blocks human JMJD2E demethylase activity; B2RXH2; JMJD2E catalytic domain, FDH-coupled NADH fluorescence (FDH is formaldehyde dehydrogenase); Potency, µM (series often up to 57.1 µM), for inactives: top-dose activity change, negative = inhibition, hits mostly inhibitors; hit rate 1.6% among 230,000; active = well fitted inhibition curve with a large enough effect, not every such curve was filed as active; inconclusive = small, poorly fitted or top-dose-only effect, or another doubt; inactive = no such curve, though single readings can be large or run the other way;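 note: 0% = wells with enzyme and -100% = buffer wells without enzyme; nearly all actives have a fitted effect of over 50% in size; many of its hits are not listed in these tables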
Target sequence (B2RXH2 1-337 limits assumed): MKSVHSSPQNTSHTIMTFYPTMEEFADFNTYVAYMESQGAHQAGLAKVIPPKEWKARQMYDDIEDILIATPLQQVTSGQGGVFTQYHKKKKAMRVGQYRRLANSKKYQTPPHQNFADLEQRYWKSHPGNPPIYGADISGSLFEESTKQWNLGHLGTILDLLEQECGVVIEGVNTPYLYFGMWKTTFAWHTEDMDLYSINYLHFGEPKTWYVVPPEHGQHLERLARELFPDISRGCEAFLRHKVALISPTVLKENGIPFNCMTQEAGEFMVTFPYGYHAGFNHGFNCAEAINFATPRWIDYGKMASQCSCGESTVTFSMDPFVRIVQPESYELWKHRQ
ALDH1A1 inh: inhibitors of human aldehyde dehydrogenase 1A1 | Purified ALDH1A1, NADH fluorescence, propionaldehyde substrate | hit rate 7.3% among 220,000 | Potency, µM (series often up to 75.3 µM), without a hit: top-dose activity, negative = inhibition, most hits filed as inhibitors | P00352; active = well fitted inhibition curve with a large enough effect, not every such curve was filed as active; inconclusive = small, poorly fitted or top-dose-only effect, or another doubt; inactive = no such curve, though single readings can be large or run the other way;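 note: plate controls were no enzyme wells and a reference inhibitor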
Numbers without * were called inactive; i = inactive; ? = inconclusive; . = not tested or not shown; & = joins results of further samples; [ ] = remark or other dose. Unless noted, calls come from the whole dose curve; as a rule, active = well fitted curve in the direction sought with a large enough effect; inconclusive = small, poorly fitted or top-dose-only effect, or another doubt; inactive = no such curve, though single readings can be large; an effect the other way counts as inactive or inconclusive. Potency is the fitted concentration of half-maximal effect. These rows are one share of the data, so the mix of outcomes need not match the whole.

Results follow in this order: RECQ1 inh | Luc counter | Tau fibril ThT | LMNA splice mod | L3MBTL1 inh | SMN2 splice enh | KDM4E inh | ALDH1A1 inh
- COc1ccccc1-c1nc2cc3ccccc3cc2nc1-c1ccccc1
    -4% | 0% | -3% | ? | 26% | -10% | ? | -5%
- Cc1ccc2c(c1)N(CCC(=O)NCc1ccc3c(c1)OCO3)C(=O)CO2
    -3% | 1% | 0% | 0% | -3% | -3% | 6% | -4%
- O=C(NC(=S)N1CCN(c2nc(-c3ccccc3)cs2)CC1)c1cncc(Br)c1
    -1% | -5% | ? | 1%[46 µM] | -10% | -47%[inhibitor] | 7% | ?
- CCOC(=O)c1c(NC(=O)CSc2nnnn2CC)sc(C)c1C
    -5% | 0% | -13% | ? | -5% | -19% | -1% | ?
- CCOC(=O)/C(=N\Nc1ccc(Br)cc1)N1CCN(c2ccccc2OC)CC1
    -1% | -2% | ? | . | . | -7% | -21% | -8%
- Cc1cc(C)cc(OCC(=O)NNC(=O)c2ccoc2C)c1
    -11% | 2% | -8% | -3% | -6% | -1% | -2% | 8%
- COC(=O)c1ccc(C(=O)OC)c(NC(=O)c2cnc3n(c2=O)CCS3)c1
    -3% | 0% | -4% | -5% | 16%[11.4 µM] | -23% | ? | ?
- CCOC(=O)CC1=C(C(=O)OCC)C(c2cccnc2)C(C#N)=C(N)O1 (configuration not stated)
    -8% | 2% | ? | 2% | . | 13% | -24% | ?
- CC(=O)c1ccc(O)c(CO)c1
    -2% | 1% | -8% | 6% | . | 26% | 2% | 0%
- CSc1ncc(CN2CCN(C3CCCCC3)C(CCO)C2)cn1 (configuration not stated)
    -12% | 0% | -2% | 10%[46 µM] | 7% | . | 1% | 2%
- O=C(NCN1C(=O)C2C3C=CC(C3)C2C1=O)Nc1ccccc1O (configuration not stated)
    2% | . | -2% | . | . | . | -9% | -4%
- Nc1nc2n(n1)C(c1ccco1)CC(c1ccccc1)N2 (configuration not stated)
    -5% | 1% | -6% | -14% | -2% | 9% | -6% | 8%
- CCOc1ccc2[nH]c(C)c(CN3CCN(CC)CC3)c(=O)c2c1
    3% | -6% | 2% | -5% | 3% | 0% | 0% | -12%
- CCOCCCNc1ncc2c(n1)CC(c1ccc(C)cc1)CC2=O (configuration not stated)
    19% | -7% | -14% | 7% | -1% | -15% | 6% | -6%
- CC(=O)c1cccc(NC(=O)C2CCN(S(=O)(=O)c3ccccc3)CC2)c1
    8% | -4% | -5%&-11% | -3% | . | -2%&15% | -3% | -10%
- COc1ccc(S(=O)(=O)CCC(=O)NCCc2ccc(C)cc2)cc1
    31% | -2% | -4% | -4% | . | 5% | -15% | 25µM*
- COc1ccc(C2N=C(N)N=C(N)N2c2ccccc2OC)cc1OC (configuration not stated)
    -1% | -5% | -6% | 10% | 1% | 4% | 2% | 25%
- CN=C(Nc1cccc(Cl)c1)SC1CC(=O)N(c2ccc(OC)cc2)C1=O (configuration not stated)
    6% | -5% | -10% | -6%[46 µM] | -1% | . | 9% | ?
- Cc1ccc(OC(C)C(=O)N2CCCc3ccccc32)cc1 (configuration not stated)
    -3% | -2% | -4% | -6% | . | -1% | -4% | ?
- CC(=O)Nc1ccc(-c2cc(NC(C)=O)n(-c3ccccc3)n2)cc1
    i | . | 0% | 9% | -1% | . | -7% | 5%
- Cc1ccc(SCc2ccc(C(=O)N3CCCCC3)cc2)cc1
    i | -3% | ? | -1%[46 µM] | -2% | -8% | -7% | 4µM*
- C=CCn1c(SCC(=O)N2CCOCC2)nc(O)c(Cc2ccccc2)c1=O
    i | 3% | -11% | 1% | -1% | 1% | -2% | 7%
- COc1ccc(/C=C2\N=C(C)OC2=O)cc1[N+](=O)[O-]
    -2% | . | ? | . | 6% | . | 0% | 18µM*
- Cc1sc2nc(CSc3nnc(Cc4cccs4)n3C3CCCCC3)[nH]c(=O)c2c1C
    i | 2% | ? | -4% | -7% | -3% | -4% | ?
- Cc1ccccc1S(=O)(=O)Cc1ccc(C(=O)NCc2cccs2)o1
    -7% | -2% | -14% | -6% | . | -4% | -2% | 0%
- Clc1ccc(COc2ccccc2CNCc2cccnc2)cc1
    i | -3% | -4% | -21% | . | -19% | -3% | 5%
- O=C(/C=C/c1c(Cl)cccc1Cl)Nc1ccncc1
    -1% | 14% | -17% | -14% | . | -22% | -8% | 3%
- COc1ccc(NC(=O)C2CCN(S(C)(=O)=O)CC2)cc1
    i | -4% | 2% | -2% | . | 17% | 2% | 10%
- COc1ccc(/C=N/NS(=O)(=O)c2ccccc2)cc1OS(=O)(=O)c1ccccc1
    i | 6% | -7% | -2% | -5% | -15% | 2% | ?
- COc1ccc(C2Nc3ccccc3C(=O)N2NC(=O)c2ccccc2)cc1OC (configuration not stated)
    -8% | 5% | 1% | . | . | -15% | ? | ?

Of the compounds above, these have bromine.
Results follow in this order: RECQ1 inh | Luc counter | Tau fibril ThT | LMNA splice mod | L3MBTL1 inh | SMN2 splice enh | KDM4E inh | ALDH1A1 inh
- O=C(NC(=S)N1CCN(c2nc(-c3ccccc3)cs2)CC1)c1cncc(Br)c1
    -1% | -5% | ? | 1%[46 µM] | -10% | -47%[inhibitor] | 7% | ?
- CCOC(=O)/C(=N\Nc1ccc(Br)cc1)N1CCN(c2ccccc2OC)CC1
    -1% | -2% | ? | . | . | -7% | -21% | -8%

Three entries out of the list above, arranged by the number in RECQ1 inh, high to low:
mol | RECQ1 inh | Tau fibril ThT | L3MBTL1 inh | SMN2 splice enh | KDM4E inh | ALDH1A1 inh
CCOc1ccc2[nH]c(C)c(CN3CCN(CC)CC3)c(=O)c2c1 | 3% | 2% | 3% | 0% | 0% | -12%
O=C(NCN1C(=O)C2C3C=CC(C3)C2C1=O)Nc1ccccc1O (configuration not stated) | 2% | -2% | . | . | -9% | -4%
Cc1ccc(OC(C)C(=O)N2CCCc3ccccc32)cc1 (configuration not stated) | -3% | -4% | . | -1% | -4% | ?

(more compounds)
Results follow in this order: RECQ1 inh | Luc counter | Tau fibril ThT | LMNA splice mod | L3MBTL1 inh | SMN2 splice enh | KDM4E inh | ALDH1A1 inh
- Cc1ccc(-n2nnnc2-c2cccnc2)cc1
    -9% | . | 3% | . | 5% | . | -3% | .
- CC1=NC(C)(C)Cc2c(C)cccc21
    -3% | -1% | -2% | . | -18% | -1% | -3% | ?
- CC(=O)Nc1ccc2nc(CN3CCN(CC=C(C)C)C(CCO)C3)ccc2c1 (configuration not stated)
    i | . | -15% | . | 4% | . | ? | ?
- COc1ccc(C(=O)NCCc2ccc(S(N)(=O)=O)cc2)cc1OC
    11% | -4% | -8% | 6% | . | . | 0% | 3%
- N/C(=N\O)c1ccc(N2CCN(c3ncccc3C(F)(F)F)CC2)nc1
    -14% | . | -16% | . | -7% | . | 7% | -4%
- CC[C@@H](C)[C@@H](C(=O)N1CCN(C(=O)OC(C)(C)C)CC1)n1cc(CCCCNC(=O)OC(C)(C)C)nn1
    -14% | . | -3% | . | 8% | . | 7% | 3%
- O=C(Cc1nc2ccccc2[nH]1)N/N=C/c1ccccc1
    -3% | . | -5% | -9% | -8% | . | -5% | -4%
- O=C(NC(=O)c1ccc(Cl)cc1)OC1CCCCC1
    0% | -4% | 4% | 13% | 8% | 22% | -6% | 8%
- O=C(CNC(=O)c1ccccc1F)OCC(=O)N1CCCc2ccccc21
    1% | 4% | -12% | -12% | 8% | -1% | -6% | -1%
- CCOC(=O)NC(NCc1ccccc1)(C(F)(F)F)C(F)(F)F
    -18% | 2% | 0% | ? | -5% | -2% | 2% | 0%
- CNCCOc1ccc(Cl)c(Cl)c1
    -5% | -5% | -3% | ? | 5% | . | ? | ?
- CN(C)CCN1C(=O)c2oc3ccccc3c(=O)c2C1c1ccc(F)cc1 (configuration not stated)
    -4% | -4% | 6% | 11% | 11% | 1% | -6% | -14%
- O=C(O)c1cccc(Nc2cc(Cl)c3nonc3c2[N+](=O)[O-])c1
    i | -1% | 3.5µM* | . | 15% | -13% | -12% | ?
- CCOC(=O)c1c(C)sc2c1N(C(=O)CN1CCOCC1)c1cc(Cl)ccc1S2
    -2% | -5% | -7% | 2% | . | 10% | 3% | 0%
- Cc1ccc(S(=O)(=O)c2nc(Nc3nccs3)sc2Cl)cc1
    -6% | 3% | ? | ? | . | -72%[inhibitor] | -2% | 5%
- Cc1ccc(C)c(-c2cc(C(=O)Nc3sc(C)c(C)c3C(N)=O)c3ccccc3n2)c1
    -11% | 1% | ? | 9% | -13% | -81%[inhibitor] | -5% | -7%
- COc1ccccc1N(CC(=O)N(c1ccccc1)C(C)C)S(=O)(=O)c1cccs1
    i | 0% | 1% | ? | 0% | -1% | 0% | 2%
- Cc1nn(Cc2ccc(F)cc2)c2sc(C(=O)Nc3ccccc3N3CCOCC3)cc12
    -8% | -3% | -6% | -10% | 4% | -12% | -9% | 7%
- O=C1N/C(=N/c2ccccn2)SC1Cc1ccccc1 (configuration not stated)
    i | -1% | -4% | 2% | 13% | 3% | 1% | 1%
- CCc1ccc(NC(=S)N2CCN(c3cccc(OC)c3)CC2)cc1
    -7% | -2% | -13% | ? | 1% | . | -1% | -11%
- N#C/C(=C\c1ccccc1)C(=O)N(c1ccccn1)C1CCCCC1
    i | 1% | -10% | ? | 5% | 7% | 3% | -19%
- COc1ccccc1CNc1ncnc2c1nnn2Cc1ccccc1
    i | 3% | ? | -15% | 7% | -15% | 13% | ?
- C/C(=N\O)c1ccn(S(=O)(=O)c2ccc(Cl)cc2)c1
    i | . | -9% | -1%[46 µM] | -2% | . | -8% | -3%
- Cc1ccc(S(=O)(=O)N2CCN(C(=O)CN3CCCCC3)C2C(C)C)cc1 (configuration not stated)
    i | 19% | -8% | 3% | . | 30% | -2% | 2%
- Cc1ccc(S(=O)(=O)N2CCN(CC(=O)N/N=C\c3cccnc3)CC2)cc1
    i | -2% | -10% | -3% | 11% | 16% | -5% | 3%
